# Growth percent in the NCI-60 one-dose screen (48 h, 10 µM unless noted): 100 = growth as untreated, 0 = no growth, -100 = all killed.
# OVCAR-4: OVCAR-4 ovarian cancer cells; 80,000 tested, 3.7% active; AID 1794784
# U251: U251 CNS tumor cells. 80,000 tested, 5.4% active. AID 1794753
# OVCAR-8: OVCAR-8 ovarian cancer | 81,000 tested, 4.4% active
# OVCAR-3: OVCAR-3 ovarian cancer; 79,000 tested, 7% active; AID 1794787
# DU-145: DU-145 prostate cancer; 81,000 tested, 4.2% active
# SK-OV-3: SK-OV-3 ovarian cancer cells. 80,000 tested, 3.2% active
# SF-268: SF-268 CNS cancer cells; 82,000 tested, 3.1% active
# OVCAR-5: OVCAR-5 ovarian cancer; AID 1794783; 82,000 tested, 2.9% active
# PC-3: PC-3 prostate cancer cells | 80,000 tested, 3.9% active | AID 1794754
# Numbers without * were called inactive; . = not tested or not shown; & = joins results of further samples. How the source made its calls: active means growth percent below 10; inactive means the rest.
# Start of the data: the first 3 records as a preview:
# Screens by letter – A = OVCAR-4; B = U251; C = OVCAR-8; D = OVCAR-3; E = DU-145; F = SK-OV-3; G = SF-268; H = OVCAR-5; I = PC-3
> N#Cc1nn(-c2cc(=O)[nH]c3ccccc23)c(N)c1C#N
  A = 92	B = 94	C = 93	D = 94	E = 110	F = 88	G = 97	H = 93	I = 94
> COc1ccc(-c2nn3c(-c4cc(F)c(Cl)cc4Cl)nnc3s2)cc1
  A = 80	B = 36	C = 68	D = 28	E = 77	F = 61	G = 60	H = 59	I = 43
> COc1ccc(OCC(O)CN2CCN(c3ccccc3C)CC2)cc1 (stereo not given)
  A = 105	B = 102	C = 99	D = 95	E = 109	F = 98	G = 98	H = 101	I = 78

# The list itself, from the start:
# Screens by letter – A = OVCAR-4; B = U251; C = OVCAR-8; D = OVCAR-3; E = DU-145; F = SK-OV-3; G = SF-268; H = OVCAR-5; I = PC-3
> N#Cc1nn(-c2cc(=O)[nH]c3ccccc23)c(N)c1C#N
  A = 92	B = 94	C = 93	D = 94	E = 110	F = 88	G = 97	H = 93	I = 94
> COc1ccc(-c2nn3c(-c4cc(F)c(Cl)cc4Cl)nnc3s2)cc1
  A = 80	B = 36	C = 68	D = 28	E = 77	F = 61	G = 60	H = 59	I = 43
> COc1ccc(OCC(O)CN2CCN(c3ccccc3C)CC2)cc1 (stereo not given)
  A = 105	B = 102	C = 99	D = 95	E = 109	F = 98	G = 98	H = 101	I = 78
> CC(=O)Nc1ccc(N)cc1
  A = 100	B = 112	C = 122	D = 111	E = 107	F = 92	G = 99	H = 95	I = 93
> c1ccc(-c2nnc3nc(N4CCCCC4)nc(N4CCCCC4)n23)cc1
  A = 89	B = 86	C = 93	D = 99	E = 98	F = 123	G = 97	H = 96	I = 103
> CC1(C)CC[C@]2(C(=O)N3CCOCC3)CC[C@]3(C)C(=CC[C@@H]4[C@@]5(C)CC[C@H](NCO)C(C)(C)[C@@H]5CC[C@]43C)[C@H]2C1
  A = -90*	B = -89*	C = -73*	D = -83*	E = -89*	F = -86*	G = -77*	H = -100*	I = -62*
> COc1cc(-c2nc(-c3ccccc3)[nH]c2-c2ccnc(NCCCNS(=O)(=O)c3ccc(Br)cc3)n2)ccc1Cl
  A = 73	B = 76	C = 72	D = 89	E = 80	F = 122	G = 58	H = 99	I = 40
> Clc1ccc(I)c2ccccc12
  A = 107	B = 96	C = 102	D = 108	E = 111	F = 103	G = 101	H = 107	I = 102
> Cc1nn(C)c2ncnc(N/N=C/c3cccc(O)c3)c12
  A = 74	B = 101	C = 106	D = 101	E = 105	F = 88	G = 91	H = 99	I = 92
> CCn1cc(C(=O)O)c(=O)c2cc(F)c(N3CCN(CC(=O)Nc4ccc(S(=O)(=O)Nc5ncccn5)cc4)C(C)C3)c(F)c21 (stereo not given)
  A = 104	B = 105	C = 108	D = 112	E = 103	F = 114	G = 98	H = 101	I = 102
> CCCn1c(NC(=O)c2cccc([N+](=O)[O-])c2)nc2ccccc21
  A = 48	B = 35	C = 49	D = 69	E = 57	F = .	G = 66	H = 84	I = 59
> CN1CCN(Cc2ccc(NC(=O)c3cncc(C#Cc4nc(N)nc5[nH]ncc45)c3)cc2C(F)(F)F)CC1
  A = 89	B = 107	C = 100	D = 66	E = 75	F = 122	G = 102	H = 108	I = 108
> O=C(O)CN1C(=O)/C(=C/C(Cl)=C/c2ccccc2)SC1=S
  A = 103	B = 98	C = 101	D = 118	E = 104	F = 110	G = 100	H = 102	I = 88
> CCOC(=O)[C@@H]1CSC([C@@H](C)[C@H]2CC[C@H]3[C@@H]4CCC5=CC(=O)CC[C@]5(C)[C@H]4CC[C@]23C)N1C(=O)c1ccccc1 (stereo not given in full)
  A = 60	B = 58	C = 65	D = 66	E = 82	F = 52	G = 76	H = 81	I = 13
> CCCCCCN(CCCCCC)CC(O)c1ccc(Br)c2ccccc12 (stereo not given)
  A = 92	B = 86	C = 93	D = 102	E = 102	F = 75	G = 93	H = 84	I = 77
> O=CN1N=C(c2ccc(Nc3nc(NCCO)nc(NCCO)n3)cc2)CC1c1ccc(Cl)cc1 (stereo not given)
  A = 100	B = 96	C = 95	D = 102	E = 107	F = 104	G = 96	H = 101	I = 80
> CCN1CCN(CC(=O)Nc2nc3ccc(NCc4ccc(C)cc4)cc3s2)CC1
  A = 75	B = 60	C = 86	D = 70	E = 84	F = 92	G = 73	H = 81	I = 56
> COc1cc(Cn2c(SCc3ccc(Cl)cc3)nc3ccccc3c2=O)cc(OC)c1OC
  A = 64	B = 91	C = 85	D = .	E = 101	F = 95	G = 90	H = 92	I = 60
> CCOC1(C)C(=O)C(C)(C)C1(C)Cl (stereo not given)
  A = 98	B = 102	C = 100	D = 111	E = 107	F = 96	G = 105	H = 114	I = 99
> Cc1n[nH]c2c([N+](=O)[O-])c(=O)[nH]c(=O)n12
  A = 106	B = 108	C = 104	D = 119	E = 117	F = 120	G = 108	H = 102	I = 94
> CN(NC(=O)NN(C)C(=O)c1ccccc1)C(=O)c1ccccc1
  A = 106	B = 99	C = 103	D = 103	E = 102	F = 99	G = 100	H = 96	I = 96
> CC1(C)CC[C@]2(C(=O)Nc3ccccn3)CC[C@]3(C)C(=CC[C@@H]4[C@@]5(C)Cc6c([nH]c7ccccc67)C(C)(C)[C@@H]5CC[C@]43C)[C@@H]2C1
  A = 80	B = 89	C = 98	D = 92	E = 103	F = 107	G = 94	H = 107	I = 84
> Nc1[nH]nc2ncccc12
  A = 101	B = 99	C = 99	D = 98	E = .	F = 103	G = 95	H = 98	I = 106
> NC(N)=NC(N)=NCCCCc1ccccc1
  A = 73	B = 83	C = 86	D = 92	E = 109	F = 111	G = 85	H = 84	I = 77
> S=c1[nH]nc2sc3ccccc3n12
  A = 103	B = 105	C = 107	D = 119	E = 121	F = 109	G = 110	H = 108	I = 112
> O=c1ncn(C2CCCCC2)c(=O)[nH]1
  A = .	B = 106	C = 113	D = 139	E = 124	F = 104	G = 123	H = 113	I = 111
> CSCCC(NC(=O)C(Cc1ccc(O)cc1)NC(=O)CCCc1cccs1)C(=O)NCC(=O)O (stereo not given)
  A = 120	B = 105	C = 106	D = 114	E = 113	F = 110	G = 107	H = 105	I = 97
> Cc1nc(N)nc(N(C)c2ccccc2)c1Br
  A = 71	B = 104	C = 100	D = 83	E = 102	F = 112	G = 93	H = 97	I = 93
> O=C1c2nc3n(c2C(=O)c2nc4n(c21)CCCC4)CCCC3
  A = 100	B = 97	C = 103	D = 97	E = 101	F = 102	G = 92	H = 110	I = 102
> NS(=O)(=O)c1ccc(NC(=O)CSc2nc3ccccc3c(=O)n2-c2ccc(S(=O)(=O)Nc3ccc(Cl)nn3)cc2)cc1
  A = 107	B = 91	C = 106	D = 103	E = 99	F = 122	G = 99	H = 117	I = 101

# Complete entries, looked up by structure. Values in the order: OVCAR-4, U251, OVCAR-8, OVCAR-3, DU-145, SK-OV-3, SF-268, OVCAR-5, PC-3
# Record of CC1(C)CC[C@]2(C(=O)Nc3ccccn3)CC[C@]3(C)C(=CC[C@@H]4[C@@]5(C)Cc6c([nH]c7ccccc67)C(C)(C)[C@@H]5CC[C@]43C)[C@@H]2C1 → 80, 89, 98, 92, 103, 107, 94, 107, 84
# Record of CSCCC(NC(=O)C(Cc1ccc(O)cc1)NC(=O)CCCc1cccs1)C(=O)NCC(=O)O (stereo not given) → 120, 105, 106, 114, 113, 110, 107, 105, 97
# Record of O=c1ncn(C2CCCCC2)c(=O)[nH]1 → ., 106, 113, 139, 124, 104, 123, 113, 111
# Record of CN1CCN(Cc2ccc(NC(=O)c3cncc(C#Cc4nc(N)nc5[nH]ncc45)c3)cc2C(F)(F)F)CC1 → 89, 107, 100, 66, 75, 122, 102, 108, 108
# Record of O=CN1N=C(c2ccc(Nc3nc(NCCO)nc(NCCO)n3)cc2)CC1c1ccc(Cl)cc1 (stereo not given) → 100, 96, 95, 102, 107, 104, 96, 101, 80

# The results go on.
# Screens by letter – A = OVCAR-4; B = U251; C = OVCAR-8; D = OVCAR-3; E = DU-145; F = SK-OV-3; G = SF-268; H = OVCAR-5; I = PC-3
> c1ccc(CCNCc2cccs2)nc1
  A = 118	B = 104	C = 106	D = 101	E = 114	F = 108	G = 99	H = 104	I = 94
> CN(C)c1cccc2c(S(=O)(=O)Nc3ccc4nc(N)sc4c3)cccc12
  A = 34	B = 90	C = 70	D = 66	E = 86	F = 76	G = 67	H = 100	I = 79
> COc1cc2c(cc1OC)C(=O)/C(=C/c1ccc(OCc3ccccc3)c(OC)c1)C2
  A = 95	B = 99	C = 98	D = 98	E = 102	F = 94	G = 98	H = 101	I = 80
> O=C(NCc1cccnc1)c1cc(-c2csc3c(=O)cc(N4CCOCC4)oc23)cc2c1OCCO2
  A = 50	B = 52	C = 38	D = 35	E = 70	F = 8.4*	G = 53	H = 31	I = 39
> S=c1ssnc1-c1cccs1
  A = 100	B = 100	C = 113	D = 79	E = 123	F = 98	G = 98	H = 115	I = 94
> CCN(CC)CCn1nc2c3c(cccc3c1=O)-c1ccccc1-2
  A = 52	B = 6.9*	C = 23	D = 52	E = 21	F = 7.2*	G = 46	H = 34	I = 27
> COc1ccc(-c2nc3cc(OC)cc(OC)c3c3c2c(=O)n(C)c(=O)n3C)cc1
  A = 105	B = 109	C = 107	D = 120	E = 122	F = 111	G = 106	H = 94	I = 102
> CC1N=C(SCC(=O)c2ccc(Cl)cc2)N2C(C)N=C(SCC(=O)c3ccc(Cl)cc3)N12 (stereo not given)
  A = 100	B = 97	C = 100	D = 116	E = 109	F = 100	G = 108	H = 105	I = 98
> CC(=O)c1c(O)c(C)c(O)c2c1OC1=CC(=O)C(C(C)=O)C(=O)C12C (stereo not given)
  A = .	B = 75	C = 93	D = .	E = 107	F = 99	G = 89	H = 88	I = 45
> COC(=O)[C@@H]1CSCN1C(=O)C1=C(C)NC(=S)NC1c1ccc(O)c(OC)c1 (stereo not given in full)
  A = 108	B = 102	C = 103	D = 104	E = 122	F = 114	G = 104	H = 97	I = 93
> CCN1C(=O)N(CC)C2Nn3c(s/c(=C4\C(=O)N(CC(C)C)c5ccccc54)c3=O)=NC21 (stereo not given)
  A = 56	B = 36	C = 45	D = 21	E = 34	F = 56	G = 66	H = 52	I = 38
> C[C@@]12c3cc4c(cc3CCN1C(=O)O[C@H]2c1ccccc1Br)OCO4
  A = 95	B = 80	C = 94	D = 103	E = 114	F = 109	G = 89	H = 111	I = 55
> Cc1ccc(OCC(O)CN2CCN(c3cccc(C)c3)CC2)cc1 (stereo not given)
  A = 108	B = 103	C = 107	D = 101	E = 112	F = 112	G = 96	H = 105	I = 96
> O=C(Nc1ccc(Cl)c([N+](=O)[O-])c1)Nc1ccc(Cl)c([N+](=O)[O-])c1
  A = 23	B = 11	C = 21	D = 9.6*	E = 18	F = 79	G = 18	H = 50	I = 10
> COc1ccc(-c2[nH]c(=S)[nH]c(=O)c2C#N)cc1
  A = 103&101	B = 103&100	C = 109&104	D = 107	E = 105&109	F = 115&106	G = 101&103	H = 108&98	I = 97&106
> Cc1c(Nc2nnc(SCC(=O)Nc3sc4c(c3C#N)CCCC4)s2)c(=O)n(-c2ccccc2)n1C
  A = 108	B = 102	C = 100	D = 99	E = 105	F = 120	G = 103	H = 114	I = 101
> COc1ccc2c(c1)c(-c1cc(N)n3nc(-c4c[nH]c5ccccc45)cc3n1)cn2C
  A = -30*	B = -88*	C = -75*	D = -71*	E = -47*	F = -56*	G = -41*	H = -70*	I = 1.1*
> CN1CCN(CCCOc2ccc3ncnc(Nc4ccc(Oc5cccc(F)c5)c(Cl)c4)c3c2)CC1
  A = 3.6*	B = 8.3*	C = 32	D = 0.3*	E = 15	F = 8.4*	G = 41	H = 25	I = 8.6*
> NC(=O)CSc1ccc(Cl)cc1
  A = 105	B = 101	C = 102	D = 114	E = 109	F = .	G = 96	H = 100	I = 93
> C/C(=C1/SC(=S)NC1=O)c1ccccc1
  A = 99	B = 106	C = 106	D = 102	E = 125	F = 103	G = 108	H = 98	I = 104
> O=C(NCNC(=O)c1ccccc1)c1ccccc1
  A = 110	B = 102	C = 106	D = 108	E = 103	F = 105	G = 99	H = 94	I = 92
> N#Cc1c(-c2ccccc2)cc(-c2ccccc2)n(CCCCCCC(=O)O)c1=O
  A = 111	B = 98	C = 69	D = 109	E = 116	F = 117	G = 98	H = 100	I = 105
> COC(=O)c1ccc2oc(NC(=O)c3ccc(NCCc4ccccc4)c([N+](=O)[O-])c3)nc2c1
  A = 71	B = 56	C = 78	D = 73	E = 75	F = 85	G = 77	H = 107	I = 76

# Source: PubChem
